Bioassay records as filed in PubChem.
KDM4E inh: qHTS Assay for Inhibitors of Human Jumonji Domain Containing 2E (JMJD2E). Lysine-specific demethylase 4E (Homo sapiens), B2RXH2. JMJD2E catalytic domain, FDH-coupled NADH fluorescence (FDH is formaldehyde dehydrogenase). Potency, µM (highest dose often 57.1 µM), for the others: at the highest dose activity change, negative = inhibition, hits mostly inhibitors. 1.6% of 230,000 active. AID 2147, 2009; active = well fitted inhibition curve with a large enough effect, not every such curve was filed as active; inconclusive = small, poorly fitted or top-dose-only effect, or another doubt; inactive = no such curve, though single readings can be large or run the other way;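 also: 0% = wells with enzyme and -100% = buffer wells without enzyme; nearly all actives have a fitted effect of over 50% in size; many of its hits are not listed in these tables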
Target sequence (B2RXH2 1-337 limits assumed): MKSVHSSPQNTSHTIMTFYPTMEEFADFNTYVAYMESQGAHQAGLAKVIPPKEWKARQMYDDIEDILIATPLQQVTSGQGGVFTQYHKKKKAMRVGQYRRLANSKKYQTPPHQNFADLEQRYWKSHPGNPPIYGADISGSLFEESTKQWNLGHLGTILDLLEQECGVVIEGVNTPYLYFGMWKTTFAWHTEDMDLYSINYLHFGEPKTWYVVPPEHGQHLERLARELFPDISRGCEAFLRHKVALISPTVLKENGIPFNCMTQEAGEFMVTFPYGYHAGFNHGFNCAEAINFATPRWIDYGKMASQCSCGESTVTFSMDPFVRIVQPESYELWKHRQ
HTT aggregate: qHTS Multiplex Assay to Identify Dual Action Probes in a Cell Model of Huntington: Aggregate Formation (GFP); PC12 HttQ103-GFP aggregates, Acumen cytometry, 40 h; Potency, µM (titrated, usually from 46.1 µM), inactives show at the highest dose activity change, negative = inhibition, hits mostly inhibitors; 1.1% of 220,000 active; AID 1688, 2009; also: % is scaled to controls: 0 for no effect and ±100 for the full control effect; nearly all actives have a fitted effect of over 60% in size
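PC12/HTTQ103-GFP, ecdysone-inducible; teb 100 nM; cpd qHTS titration; GFP aggregates read on laser cytometer, Ex 488/Em 500-530 nm.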
Tau fluor counter: Counterscreen qHTS for Inhibitors of Tau Fibril Formation, Fluorescence Polarization; tau K18 P301L Alexa594 fluorescence, heparin fibrillization; Potency, µM (top dose mostly 57.7 µM), without a hit: at the highest dose activity change, negative = decrease; 0.93% of 280,000 active; AID 1463, 2008; also: % is scaled to controls: 0 for no effect and ±100 for the full control effect; nearly all actives have a fitted effect of over 55% in size
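Human K18 P301L tau (15 uM unlabeled plus 0.24 uM Alexa 594-labeled, final) in 100 mM sodium acetate pH 7 was mixed with compound and 20 uM heparin and incubated 6 hr at 37 C.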
HTT ATP protect: qHTS Multiplex Assay to Identify Dual Action Probes in a Cell Model of Huntington: Cytoprotection (ATP); AID 1471, 2008; Potency, µM (doses to about 56.4 µM), without a hit: cytoprotection (ATP increase), actives largely listed as activators; PC12 HTT-Q103 induced, cytoprotection, ATP luminescence, 40 h; 0.14% of 230,000 active;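 also: % of control where 0% means no effect; nearly all actives have a fitted effect of over 45% in size; toxic huntingtin expression switched on by the ecdysone agonist tebufenozide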
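Cells were plated at 1500 per well in phenol red-free DMEM with 5% equine and 5% calf serum. Tebufenozide (100 nM final) and compounds were added, then ATPlite reagent, and luminescence was read.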
SMN2 splice up: qHTS Assay for Enhancers of SMN2 Splice Variant Expression. AID 1458, 2008. HEK293 SMN2-luciferase splicing reporter, luminescence, 30-36 h. Potency, µM (doses to about 46.1 µM), for the others: at the highest dose activity change, positive = activation, actives largely listed as activators. 2.8% of 210,000 active; also: % of control where 0% means no effect; nearly all actives have a fitted effect of over 55% in size
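HEK293 cells carry an SMN2 […]–luciferase reporter in which exon 7 inclusion puts luciferase in frame. Cells were plated 10-12 h before compound addition, then incubated 30-36 h at 37C. ONE-Glo luminescence was read; sodium butyrate at 4.5 mM final served as control.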
ALDH1A1 inh: qHTS Assay for Inhibitors of Aldehyde Dehydrogenase 1 (ALDH1A1); Purified ALDH1A1, NADH fluorescence, propionaldehyde substrate; Potency, µM (series often up to 75.3 µM), inactives show at the top dose activity, negative = inhibition, actives largely listed as inhibitors; Aldehyde dehydrogenase 1A1 (Homo sapiens), P00352; 7.3% of 220,000 active; active = well fitted inhibition curve with a large enough effect, not every such curve was filed as active; inconclusive = small, poorly fitted or top-dose-only effect, or another doubt; inactive = no such curve, though single readings can be large or run the other way;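 also: plate controls were no enzyme wells and a reference inhibitor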
Target sequence (P00352 whole entry, looked up): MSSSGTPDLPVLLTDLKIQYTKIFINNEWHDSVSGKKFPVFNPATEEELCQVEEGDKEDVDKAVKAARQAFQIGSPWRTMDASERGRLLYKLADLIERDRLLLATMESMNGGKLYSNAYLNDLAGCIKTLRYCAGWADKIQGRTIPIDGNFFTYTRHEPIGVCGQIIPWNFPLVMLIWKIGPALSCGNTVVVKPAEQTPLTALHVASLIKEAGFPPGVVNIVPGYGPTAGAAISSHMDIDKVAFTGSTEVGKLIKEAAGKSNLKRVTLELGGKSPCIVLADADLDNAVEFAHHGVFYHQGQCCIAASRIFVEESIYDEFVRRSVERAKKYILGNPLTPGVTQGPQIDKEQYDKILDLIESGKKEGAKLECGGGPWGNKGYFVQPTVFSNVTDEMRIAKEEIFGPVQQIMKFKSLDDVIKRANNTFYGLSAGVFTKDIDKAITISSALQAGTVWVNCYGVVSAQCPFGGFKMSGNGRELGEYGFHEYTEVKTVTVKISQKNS
Tau FP inhib: qHTS for Inhibitors of Tau Fibril Formation, Fluorescence Polarization; K18 P301L tau heparin fibrillization, Alexa594 FP, 6 h; Potency, µM (doses to about 57.7 µM), for the others: top-dose activity, negative = inhibition, usual class: inhibitors; 0.39% of 280,000 active; also: % is scaled to controls: 0 for no effect and ±100 for the full control effect; nearly all actives have a fitted effect of over 55% in size
Target sequence (P10636 561-689 P618L limits assumed): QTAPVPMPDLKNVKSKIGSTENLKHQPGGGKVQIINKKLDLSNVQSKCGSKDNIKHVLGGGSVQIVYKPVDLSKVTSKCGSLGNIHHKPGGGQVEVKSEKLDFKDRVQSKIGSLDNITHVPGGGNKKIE
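Human tau K18 […] P301L fragment, 15 uM unlabeled plus 0.24 uM Alexa 594-labeled tau (final), with compound and 20 uM heparin in 100 mM sodium acetate pH 7; 6 hr at 37 C, then Alexa 594 FP read.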
Tau ThT inhib: qHTS for Inhibitors of Tau Fibril Formation, Thioflavin T Binding | Microtubule-associated protein tau (Homo sapiens), P10636 | recombinant tau K18 P301L (four-repeat tau fragment), heparin-induced fibrillization, ThT fluorescence | Potency, µM (highest dose often 57.4 µM), for the others: at the top dose activity, negative = inhibition, usual class: inhibitors | 2.1% of 270,000 active | AID 1460, 2008; also: % is scaled to controls: 0 for no effect and ±100 for the full control effect; nearly all actives have a fitted effect of over 55% in size
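Heparin-induced fibrillization of the P301L-mutant K18 repeat-domain fragment of human tau was followed by ThT binding in quantitative high-throughput format.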
* marks the source's active call; other numbers are inactive results; u = inconclusive; x = not tested or not shown; & = joins results of further samples; [ ] = dose if it differs, or a comment. Unless noted, calls follow the shape of the dose curve; as a rule, active = well fitted curve in the direction sought with a large enough effect; inconclusive = small, poorly fitted or top-dose-only effect, or another doubt; inactive = no such curve, though single readings can be large; an effect the other way counts as inactive or inconclusive. Potency is read from the fitted curve at half-maximal effect.

SMILES	KDM4E inh	HTT aggregate	Tau fluor counter	HTT ATP protect	SMN2 splice up	ALDH1A1 inh	Tau FP inhib	Tau ThT inhib
CCOC(=O)c1c(N)sc(=S)c2c1CCC2	u	-7.7%	u	-6.5%	-3.2%	31.6µM*	u	25.1µM*
COC(=O)c1ccc(NC(=O)CCOc2ccccc2)cc1	u	5.4%	-10.6%&-19.1%	-18.1%	3.6%&3.9%	-13.1%	-3.6%&1.0%	u
COc1cc(/C=N/NC(=O)c2cccnc2)ccc1OS(=O)(=O)c1ccc(F)cc1	-1.9%	-19.5%	-18.8%	3.7%[10 µM]	-8.4%	3.6%	u	-9.4%
CCc1nc(SCC(=O)NCCc2ccccc2)n[nH]1	-0.3%	u	8.1%	3.4%	2.3%	-1.4%	-2.4%	9.4%
CCCc1cc(=O)[nH]c(SCC(=O)Nc2c(C)cccc2C)n1	10.6%	9.1%[9.22 µM]	-1.0%	-25.4%	-0.3%	11.6%	1.9%	-9.0%
CCOC(=O)C1CCCN(C(=O)c2cc(-c3ccccc3)nc3ccccc23)C1 (stereo unspecified)	5.9%	12.6%	-1.6%	-82.9%[inhibitor]	-6.3%	6.9%	-2.0%	3.7%
Cn1nc(C(C)(C)C)cc1NC(=O)Nc1cc(Cl)cc(Cl)c1	-3.9%	1.2%[9.22 µM]	7.08µM*[quencher]	-0.8%[10 µM]	x	7.9%	25.1µM*	-9.2%
COCCCNC(=O)c1ccc(NS(C)(=O)=O)cc1	1.0%	5.5%	0.5%	-18.7%	0.4%	-3.6%	-1.1%	3.0%
O=C1c2cc3ccccc3c(-c3ccccc3)c2C(=O)N1c1ccccn1	-11.1%	-7.6%	2.7%	10.3%[10 µM]	-15.6%	0.2%	3.2%	3.9%
COc1ccc(NC(=O)CN(c2cccc(F)c2)S(C)(=O)=O)cc1OC	2.3%	-1.0%	5.3%	3.1%[0.074 µM]	1.6%	3.6%	7.2%	3.5%
COc1ccc(-c2cc(C(=O)NC3CCCC3)no2)cc1OC	6.6%	19.9%	-8.6%	-22.9%	2.2%	6.8%	-6.1%	-15.6%
Nc1c(C(=O)NCc2ccc(Cl)cc2)sc2nc3c(c(C(F)(F)F)c12)CCC3	0.8%	0.5%	-28.9%	-5.9%	-18.9%	u	6.7%	u
O=C(CCN1CCN(S(=O)(=O)c2ccc(Br)cc2)CC1)Nc1ccccc1F	12.7%	-10.8%	-17.7%	-20.5%	-20.5%	u	4.6%	-10.1%
Cc1ccc2c(=O)cc(C(=O)Nc3ccc(S(=O)(=O)N(C)c4ccccc4)cc3)oc2c1C	x	x	u	x	0.8%	x	-22.8%	-15.3%
CCn1c(SCC(=O)OC)nnc1C1CCCCC1	8.9%	4.4%	-5.8%	-1.1%	-2.2%	6.7%	-6.6%	-6.0%
CN(CCC#N)CC(=O)Nc1ccc(S(N)(=O)=O)cc1	3.2%	14.0%	8.1%	-11.9%	5.6%	4.4%	-2.3%	8.7%
O=C(CC(=O)N/N=C\c1ccc(F)cc1)NCCc1ccccc1	u	3.0%[9.22 µM]	6.0%	0.8%[10 µM]	x	3.3%	-0.2%	8.7%
CC1C=CCC2C(=O)N(c3cc(Cl)ccc3O)C(=O)C12 (stereo unspecified)	0.7%	u	-0.5%	-38.4%[inhibitor]	x	-7.4%	9.6%	-1.7%
CCn1nc(NC(=O)c2ccncc2)c2cc3cc(C)ccc3nc21	-4.3%	11.6%	3.3%	-2.8%[10 µM]	31.6µM*	-3.3%	5.2%	7.7%
COc1cccc(CN2CCN(C(=O)CCc3nnc(C4CCCCC4)o3)CC2=O)c1	-3.7%	-41.6%[9.22 µM]	-3.6%	-46.7%[inhibitor][10 µM]	x	x	8.3%	-8.1%
Cn1cnnc1Sc1ccc(C(F)(F)F)cc1[N+](=O)[O-]	-29.4%	-5.0%	-5.7%	-26.7%	23.3%	0.7%	0.8%	-3.4%
CCc1nnc(NC(=O)c2ccc(-c3ccc(F)cc3)o2)s1	u	18.5%	4.4%	x	13.2%	u	3.0%	6.9%
Cc1ccc(S(=O)(=O)N(C)C)cc1NC(=S)N1CCc2ccccc21	-8.5%	12.3%	-4.6%	-27.3%	-15.4%	25.1µM*	2.5%	-3.9%
Cc1nnc(SCc2cc(=O)[nH]c(/N=C(\N)Nc3ccccc3)n2)s1	2.0%	5.2%[9.22 µM]	-3.7%	-8.2%[10 µM]	x	x	-9.1%	-1.4%
CC1CCCN(c2oc(-c3cccc4ccccc34)nc2C#N)C1 (stereo unspecified)	u	-1.6%	-5.5%	-27.3%[0.074 µM]	-12.4%	u	-2.3%	-6.0%

The final four records of the section above open the next one.
SMILES	KDM4E inh	HTT aggregate	Tau fluor counter	HTT ATP protect	SMN2 splice up	ALDH1A1 inh	Tau FP inhib	Tau ThT inhib
CCc1nnc(NC(=O)c2ccc(-c3ccc(F)cc3)o2)s1	u	18.5%	4.4%	x	13.2%	u	3.0%	6.9%
Cc1ccc(S(=O)(=O)N(C)C)cc1NC(=S)N1CCc2ccccc21	-8.5%	12.3%	-4.6%	-27.3%	-15.4%	25.1µM*	2.5%	-3.9%
Cc1nnc(SCc2cc(=O)[nH]c(/N=C(\N)Nc3ccccc3)n2)s1	2.0%	5.2%[9.22 µM]	-3.7%	-8.2%[10 µM]	x	x	-9.1%	-1.4%
CC1CCCN(c2oc(-c3cccc4ccccc34)nc2C#N)C1 (stereo unspecified)	u	-1.6%	-5.5%	-27.3%[0.074 µM]	-12.4%	u	-2.3%	-6.0%
O=[N+]([O-])c1cnn(-c2nc(-c3cccs3)cc(C(F)(F)F)n2)c1	-11.7%	-3.2%	-0.3%	-5.3%[10 µM]	-10.1%	-12.0%	0.0%	0.5%
COC(=O)c1ccc(NC(=O)CSc2nnc(-c3ccccc3)n2C)cc1	1.4%	-11.5%	-3.3%	15.5%[10 µM]	-48.1%[inhibitor]	3.6%	2.5%	-0.2%
c1cn2c(Nc3ccc4c(c3)OCCO4)c(-c3ccc(N4CCOCC4)cc3)nc2cn1	-25.1%	0.9%[9.22 µM]	u	-14.7%[10 µM]	x	x	11.8%	x
CC(C)c1nc2sc3c(c2c(=O)o1)CCCC3	-1.6%	-2.7%[9.22 µM]	-0.1%	-5.7%	-14.9%	0.0%	2.9%	-7.5%
O=C(Oc1cncc(Cl)c1)c1ccco1	4.7%	21.8%	7.7%	32.0%[10 µM]	17.9%	5.3%	u	-15.1%
CCc1nccn1S(=O)(=O)c1ccc(OC)c(C)c1C	5.8%	-6.8%[9.22 µM]	1.5%	11.9%	-1.5%	5.7%	1.3%	1.9%
CCOc1ccc(S(=O)(=O)Nc2ccccc2C(=O)N/N=C/c2c(OC)ccc3ccccc23)cc1	4.5%	28.6%	-27.7%	1.5%[1.9 µM]	-9.1%	u	-11.0%	1.5%
CCOc1cccc(CNCc2ccc(C(=O)O)cc2)c1	3.1%	11.5%	2.5%	-27.9%	-52.9%[inhibitor]	-2.0%	-11.9%	1.7%
Cc1ccc(NC(=O)CCC(=O)OCc2ccc(Br)cc2)cc1	12.0%	5.2%	-11.8%	x	4.1%	0.2%	u	2.8%
CN(C)S(=O)(=O)c1ccc(C(=O)NNC(=O)C2COc3ccccc3O2)cc1 (stereo unspecified)	6.3%	18.4%	4.7%	7.4%	2.3%	u	7.0%	-8.8%
COc1cc(SC)ccc1C(=O)Nc1c(Cl)cncc1Cl	-3.4%	-23.2%	-4.4%	-39.2%[inhibitor]	5.5%	8.6%	-4.5%	-6.0%
CCN(CC)C(=O)N1c2ccccc2C=Cc2ccccc21	6.3%	-4.2%[9.22 µM]	-8.5%	6.4%	3.98µM*	10.7%	-0.1%	-10.1%
O=C1OC(Nc2ccc(F)cc2F)c2ccccc21 (stereo unspecified)	6.7%	-6.2%	7.1%	8.1%	-7.8%	0.4%	4.1%	-3.3%
CCOC(=O)c1ccc(CSc2n[nH]c(C)n2)o1	-0.4%	26.3%	2.5%	6.5%	-30.9%	u	-0.4%	7.3%
C=CCn1c2ccccc2c2nnc(SC(CC)C(=O)Nc3sc4c(c3C#N)CCCC4)nc21 (stereo unspecified)	1.1%	18.0%	-12.0%	-33.6%	-2.8%	u	12.4%	-18.7%
CC(C)(C)c1ccc(NC(=O)COC(=O)CCN2C(=O)c3cccc([N+](=O)[O-])c3C2=O)cc1	-5.3%	-13.9%	-12.3%	-5.2%[1.9 µM]	5.8%	u	-0.3%	-4.0%
O=C(O)CCC(NC(=O)C1CCCN1C(=O)OCc1ccccc1)C(=O)O (stereo unspecified)	0.9%	1.6%[9.22 µM]	-14.7%	-1.2%[10 µM]	x	3.5%	-11.4%	-11.3%
COc1cccc2c1C(CO)N1C(C#N)C3CC(C(=O)O)C(C1C2)N3C (stereo unspecified)	-5.3%	1.12µM*	8.5%	-54.7%[inhibitor][10 µM]	x	x	3.4%	6.7%
Cc1ccc(-c2nc3ccccc3c(=O)n2NC(=S)N(C)C)cc1	-2.5%	-3.9%	11.6%	8.0%[10 µM]	8.0%	u	-8.6%	2.8%
CN(C1CCCCC1)S(=O)(=O)c1ccc2c(c1)c(=O)c(C(=O)NCCCN1CCCC1)cn2C	2.6%	6.6%	-4.0%	-14.4%	11.0%	4.8%	2.0%	-1.3%
COc1ccc(N/C(=N\c2nc(C)cc(C)n2)NC(=O)C(C)C)cc1OC	-2.8%	-9.6%	5.1%	-7.0%	-1.9%	0.4%	3.5%	3.9%
Cc1cccc(CCNS(=O)(=O)c2ccc3c(c2)oc(=O)n3C)c1	-5.9%	-7.7%	-10.1%	10.4%	6.2%	u	-3.1%	2.6%
Cc1ccc(-n2nc3cc(C)c(NC(=O)c4ccc(-c5ccccc5)o4)cc3n2)cc1	x	x	-3.5%	x	-0.5%	x	6.4%	u

Only part of the results is shown; count on the stated rates, not on these rows.
